From PubChem
Akt phos inh = Akt phosphorylation inhibition; Neuro2A IGF-stimulated pAkt S473 HTRF, 20 min; active compounds read low; hit rate 0.32% among 360,000; activity change, % for hits at 50 µM; AID 651550; in the data active = activity change below about -80%; inconclusive = mostly about -51% to -80%; note: % is set by controls: 0 for no effect and ±100 for the full control effect
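Neuro2A cells (4,500/well, DMEM with 0.5% FBS) were treated with compound at a single 50 µM final concentration, stimulated with 6 nM IGF for 20 min at 37 °C, and lysed. Phospho-Akt Ser473 was read by HTRF as 665/615 ratio ×10^4.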
CCT chaperon mod = cytosolic chaperonin activity modulation; purified chaperonin ATPase assay, HTRF ADP detection, 30 min; activity change, % (no concentration beside the values), hits read low; hit rate 0.3% among 360,000; AID 651819; in the data active = activity change below about -30%; note: % is set by controls: 0 for no effect and ±100 for the full control effect
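We incubate TRiC, 40 or 20 nM final, with library compounds at 76 uM and 10 uM ATP for 30 min at 37 °C. ADP formed is detected with Transcreener HTRF reagents after 30 min at room temperature.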
MmCpn inh = inhibitors of Methanococcus maripaludis chaperonin (MmCpn); purified Mm-Cpn ATPase, ADP Transcreener TR-FRET; Potency, µM (top dose mostly 76.9 µM), without a hit: at the top dose activity, negative = inhibition, hits mostly inhibitors; hit rate 0.031% among 330,000; AID 504842; note: potency is the fitted concentration of half-maximal effect; % is set by controls: 0 for no effect and ±100 for the full control effect; nearly all actives have a fitted effect of over 80% in size
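Inhibition of chaperonin ATP hydrolysis is measured as reduced ADP production, detected by competitive TR-FRET in which signal falls with ADP. Final enzyme 25 nM and ATP 10 uM, reacted 30 min at 37°C.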
TGFb inhibitor = blocks TGF-b signaling | AID 588855 | HepG2 CAGA-GFP TGF-b/SMAD3 reporter, GFP fluorescence, 18 h; TGF-beta stimulated, 500 pg/mL final | Potency, µM (highest dose often 46.1 µM), for the others: at the highest dose activity, negative = inhibition, actives largely listed as inhibitors | hit rate 1.2% among 410,000; note: potency is the fitted concentration of half-maximal effect; % is set by controls: 0 for no effect and ±100 for the full control effect; nearly all actives have a fitted effect of over 65% in size
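Read-out: total well GFP (ex488/em500-530) summed from mean per-cell fluorescence. Cells: HEPG2 CAGA-GFP, 1% FBS DMEM, 18 h at 37 degrees C with 500 pg/mL final TGF-beta. Unstimulated wells served as the full-inhibition control; stimulated DMSO wells = 0%.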
HepG2 viability = counter-screen for TGF-b inhibitors: cytotoxicity in HepG2 cells; HepG2 CAGA-GFP viability, ATP luminescence, 18 h; Potency, µM (series often up to 46.1 µM), for inactives: at the top dose activity change, negative = cytotoxicity, most hits filed as cytotoxic; hit rate 0.76% among 410,000; AID 588856; note: potency is the fitted concentration of half-maximal effect; some results filed as inactive show a strong effect at the top dose
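CellTiter-Glo luminescence gave cytotoxicity after 18 hours at 37 degrees C. The cells were HepG2 CAGA-GFP in 1% FBS DMEM, stimulated with 500 pg/mL TGF-beta after compound addition. %Activity was normalised to no-cell wells (complete cell-killing) and DMSO (no toxicity), and curves were fitted and classified.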
Abeta rescue = A-beta toxicity reversal in yeast. yeast expressing A-beta42, growth rescue, OD600, 48 h; response scale: 0% DMSO, 100% iron-clioquinol control. Potency, µM (series often up to 46.1 µM), inactives show at the top dose growth rescue, usual class: activators. hit rate 0.063% among 410,000. AID 1347071; note: potency is the fitted concentration of half-maximal effect; nearly all actives have a fitted effect of over 55% in size
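Growth rescue measured by 600 nm absorbance after 48 h yeast culture at 30 C with compound. Values normalized between DMSO and an equimolar ferric chloride plus clioquinol control.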
Nrf2 ARE act = activators of Nrf2 (ARE) signaling. Potency, µM (top dose mostly 46.1 µM), for inactives: at the highest dose activation, most hits filed as activators. hit rate 0.31% among 410,000. AID 624171. AREc32 ARE-luciferase reporter (MCF7-derived line), luminescence, 24 h; note: potency is the fitted concentration of half-maximal effect; % of control where 0% means no effect; nearly all actives have a fitted effect of over 65% in size
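ARE-driven firefly luciferase activity in AREc32 cells measured after a 24 hr compound exposure at 37 deg C, using Steady-Glo reagent and a 30 min room-temperature hold.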
A549 tox = kills or reduces viability of A549 cells in Nrf2 counter-screen; A549 ARE-Fluc cells, CellTiter-Fluor viability, 18-24 h; Potency, µM (series often up to 46 µM), for inactives: at the top dose activity change, negative = cytotoxicity, hits mostly inhibitors; hit rate 0.16% among 390,000; AID 504648; note: potency is the fitted concentration of half-maximal effect; % is set by controls: 0 for no effect and ±100 for the full control effect
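A549 ARE-Fluc cells in 5% FBS OPTI-MEM, 5000 cells/well, rested 2 h then exposed to compounds in concentration-response for 18-24 h at 37 °C. Viability by CellTiter-Fluor fluorescence (Ex 405/Em 525) after 30 min; luciferase luminescence (BugLite, 15 min, RT) read afterwards.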
Nrf2 inh = blocks Nrf2 signaling; Potency, µM (highest dose often 46 µM), without a hit: at the highest dose activity change, negative = inhibition, usual class: inhibitors; hit rate 2.1% among 360,000; AID 504444; A549 ARE-Fluc reporter, luciferase luminescence, 18-24 h; note: potency is the fitted concentration of half-maximal effect; % is set by controls: 0 for no effect and ±100 for the full control effect; nearly all actives have a fitted effect of over 60% in size
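Concentration-response testing used A549 ARE_Fluc cells at 5000 cells/well. Following an 18-24 h compound incubation, viability was read by fluorescence (Ex 405/Em 525) and luciferase output by luminescence.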
* = called active by the depositor; i = inactive; ? = inconclusive; · = no result given; [ ] = another dose, or the depositor's remark. Unless noted, calls come from the whole dose curve; as a rule, active = well fitted curve in the direction sought with a large enough effect; inconclusive = small, poorly fitted or top-dose-only effect, or another doubt; inactive = no such curve, though single readings can be large; an effect the other way counts as inactive or inconclusive. Compounds as they come. Share with any hit: about 4.3%.

(1) COc1ccc(S(=O)(=O)Nc2nc3ccccc3nc2Nc2cccc(C(=O)O)c2)cc1
(2) CCn1c(CCNC(=O)c2ccc(OC)cc2)nnc1SCC(=O)Nc1ccccc1F
(3) COc1cc(CC(=O)NCC2CCCCC2)cc(OC)c1OC
(4) CC[C@]12c3[nH]c4ccc(Cl)cc4c3CCN1C(=O)[C@@H](CC(=O)NCCCN(C)C)C[C@@H]2C(=O)N1CCN(C(=O)C2CC2)CC1
(5) CC1CCCCC1NC(=O)NC(=O)COC(=O)c1nccnc1N (stereo not given)
(6) O=C(N/C(=C\c1cccnc1)c1nc2ccccc2[nH]1)c1cccc(Br)c1
(7) COc1ccc(S(=O)(=O)CCC(=O)NCCc2cccc(C)c2)cc1
(8) COc1cccc(-n2cc(C(=O)NCCc3cccc(C)c3)c3ccccc3c2=O)c1

entry no. | 1 | 2 | 3 | 4 | 5 | 6 | 7 | 8
A549 tox | -9% | -4% | 5% | -11% | -7% | 1% | 0% | 2%
Abeta rescue | -3% | 0% | 12% | 6% | -3% | 10% | -8% | -5%
HepG2 viability | 5% | -5% | 5% | 5% | -3% | 3% | 1% | -32%
CCT chaperon mod | -1.2 | -10 | 0.8 | -0.1 | 1.6 | 0.6 | -1.5 | ·
Nrf2 inh | 15% | 2% | -8% | 10% | 15% | 12% | -20% | -2%
TGFb inhibitor | -6% | 2% | 0% | -8% | -15% | -12% | 10% | ?
Nrf2 ARE act | -0.8% | 0.2% | -1.3% | -1.2% | -0.4% | 3.2% | 1.9% | 0.0%
Akt phos inh | i | i | i | i | i | i | i | ·
MmCpn inh | -3% | -3% | -1% | 0% | -4% | -1% | 2% | ·

(9) COc1ccc(Cl)cc1NC(=O)CN(C)C(=O)c1sc2ccccc2c1Cl
(10) CCCCNC(=O)C1c2ccccc2OCC(=O)N1CC(F)(F)F (stereo not given)
(11) CCC(C)(C(=O)NC1CCCC1)N(C)C(=O)c1ccccn1 (stereo not given)
(12) COc1ccc(N(CC(=O)NC2CC3CCC2C3)S(=O)(=O)c2ccccc2)cc1OC (stereo not given)
(13) COc1ccc(N2CCN(S(=O)(=O)c3ccc4c(c3)C(C(C)C)C(=O)N4)CC2)cc1 (stereo not given)
(14) COc1cc(-n2nnnc2SCC(=O)N2CCN(c3ccc(F)cc3)CC2)c(OC)cc1Cl
(15) COc1cc(Cl)ccc1OCc1cc(C(=O)N(C)CCc2c(C)n[nH]c2C)no1
(16) Cc1cc(C(=O)CN2C(=O)C(=O)N(C3CCCC3)C2=O)c(C)n1CCc1ccc(F)cc1

entry no. | 9 | 10 | 11 | 12 | 13 | 14 | 15 | 16
A549 tox | -15% | · | 1% | 4% | 1% | -8% | -5% | -2%
Abeta rescue | 15% | -7% | -7% | -6% | -6% | -2% | 5% | -19%
HepG2 viability | -10% | · | -2% | -14% | -53% | -17% | 22% | -3%
CCT chaperon mod | 1.5 | 1.4 | 0.3 | -0.8 | · | -0.4 | -0.6 | -0.1
Nrf2 inh | ? | · | -12% | -9% | ? | ? | ? | ?
TGFb inhibitor | -18% | · | -9% | 0% | ? | -5% | 10% | 2%
Nrf2 ARE act | 0.3% | 1.7% | -0.4% | 0.4% | 4.0% | -0.4% | 4.4% | -0.1%
Akt phos inh | i | i | i | i | · | i | i | i
MmCpn inh | -18% | · | -1% | -1% | · | -2% | -1% | -3%

(17) CCOC(=O)C1(C)Oc2ccc(S(=O)(=O)CC)cc2NC1=O (stereo not given)
(18) O=C(Cn1nc(-c2ccc(Cl)cc2)ccc1=O)NCCc1ccccc1
(19) CC(O)(c1ccc(Cl)cc1)C(c1ccccc1)c1ccccn1 (stereo not given)
(20) Cc1noc(C)c1-c1ccc(C(=O)NCC(C)C)c2occc12
(21) O=S1(=O)CC(N2CCN(Cc3ccccc3F)CC2)CN1Cc1cn(Cc2cccc(C(F)(F)F)c2)nn1 (stereo not given)
(22) CNC(=O)CSc1nnc(-c2ccccc2)n1C
(23) Cc1ccc(NC(=S)NCc2cccn2C)cc1
(24) Cc1nc2nc(NC(=O)C(C)C)[nH]n2c(=O)c1Cc1ccccc1

entry no. | 17 | 18 | 19 | 20 | 21 | 22 | 23 | 24
A549 tox | -1% | -1% | 1% | · | · | 0% | ? | 4%
Abeta rescue | -4% | -13% | -4% | -8% | -9% | -5% | 11% | -19%
HepG2 viability | 3% | -13% | 0% | -7% | · | -5% | -11% | -13%
CCT chaperon mod | 2.6 | · | -0.3 | 1.1 | 2.2 | 0.0 | 2.3 | ·
Nrf2 inh | 0% | · | -7% | · | · | 0% | ? | 22%
TGFb inhibitor | 12% | -8% | -26% | 29% | · | 5% | 0% | -26%
Nrf2 ARE act | -0.4% | 0.5% | -0.6% | 15% | 4.3% | -0.3% | 3.8% | 0.5%
Akt phos inh | i | · | i | i | i | i | i | ·
MmCpn inh | -2% | · | · | · | · | -1% | 0% | ·

(25) O=C(O)c1ccc(N=Nc2c(O)[nH]c3cc(Cl)ccc23)cc1
(26) S=C(NC1CCCCC1)NN(c1ccccc1)c1ccccc1
(27) N/C(=N\OC(=O)C1CCCCC1)c1cccc(Br)c1
(28) COc1ccc(S(=O)(=O)Nc2cc(C)nn2-c2ccccc2)cc1
(29) CCC(=O)Nc1ccc(S(=O)(=O)N2CCc3ccccc32)cc1
(30) COc1cc(/C=N/Nc2ccccn2)cc(OC)c1O
(31) CCOC(=O)CCNC(=O)N1CCCC(Cc2ccccc2)(C(=O)OCC)C1 (stereo not given)
(32) COc1ccc(Cc2nc3ccc(C(=O)NCCc4ccc(OC)c(OC)c4)cc3o2)cc1

entry no. | 25 | 26 | 27 | 28 | 29 | 30 | 31 | 32
A549 tox | ? | 16% | 6% | -4% | ? | 0% | 2% | 0%
Abeta rescue | 4% | -6% | -37%[inhibitor] | 18% | 8% | -6% | 10% | -7%
HepG2 viability | 15% | 6% | 3% | -1% | -24% | -1% | 2% | -13%
CCT chaperon mod | 0.6 | 0.0 | 0.7 | 1.9 | 0.4 | 0.1 | -2.5 | ·
Nrf2 inh | ? | -18% | ? | 3% | 2% | ? | -7% | ·
TGFb inhibitor | 7% | 0% | 0% | -5% | -14% | 9% | -1% | ?
Nrf2 ARE act | 4.3% | 0.5% | 1.2% | 0.2% | -0.9% | ? | 0.2% | -0.1%
Akt phos inh | i | i | i | i | i | i | i | ·
MmCpn inh | 1% | 2% | 1% | 0% | -1% | -1% | 0% | ·

(33) CC(NC(=O)CCNC(=O)c1ccc(Br)cc1)c1ccc(-n2ccnc2)cc1 (stereo not given)
(34) c1ccc(-n2c(SCc3nc(-c4cccs4)no3)nnc2-c2ccco2)cc1
(35) CN1C2Cc3c(n(C)c4ccccc34)C1CC=C2CO (stereo not given)
(36) CN(Nc1cccc(Cl)c1)c1cccc(Cl)c1
(37) Cc1cccc(NC(=O)CSc2nc(=O)n(Cc3ccco3)c3c2CCC3)c1C
(38) Cc1ccc(NC(=O)/C(C#N)=C/c2cn(CC(=O)NCc3ccco3)c3ccccc23)cc1C
(39) O=C(CSc1nnc2c(Cl)cc(Cl)cn12)N1CCOCC1
(40) O=P(OC1CCCCC1)(OC1CCCCC1)C(O)c1ccccc1 (stereo not given)
(41) O=C(c1ccc(-n2cncn2)c([N+](=O)[O-])c1)N1CCN(S(=O)(=O)c2ccc(Cl)cc2)CC1
(42) O=C(NC1CC(=O)N(c2cccc(F)c2)C1)c1ccc2c(c1)OCO2 (stereo not given)
(43) Clc1cc(Sc2ccc(Br)cc2)nnc1-c1ccccc1

entry no. | 33 | 34 | 35 | 36 | 37 | 38 | 39 | 40 | 41 | 42 | 43
A549 tox | -1% | 2% | -1% | 8% | -6% | 8% | 0% | -5% | -6% | -5% | -11%
Abeta rescue | 5% | -11% | 1% | ? | -3% | 10% | -19% | ? | 1% | -17% | -12%
HepG2 viability | 0% | 3% | 2% | -16% | -24% | 3% | 6% | -25% | -4% | -17% | -4%
CCT chaperon mod | -1.3 | 1.0 | -0.7 | -1.6 | · | -5.3 | 0.5 | -3.9 | 0.9 | · | -18
Nrf2 inh | -28% | -17% | -1% | ? | · | 0% | · | 18% | 1% | · | ·
TGFb inhibitor | -11% | 1% | ? | ? | ? | -15% | -3% | -1% | 0% | -10% | 1%
Nrf2 ARE act | -0.3% | 2.8% | 0.2% | 7.9% | 7.2% | 0.3% | 7.3% | 0.2% | 0.1% | 0.7% | 0.1%
Akt phos inh | i | i | i | i | · | i | · | i | i | · | i
MmCpn inh | 0% | -3% | 1% | · | · | 2% | -3% | 0% | 1% | · | 0%

Record cards, from the list above. Screens in order: A549 tox | Abeta rescue | HepG2 viability | CCT chaperon mod | Nrf2 inh | TGFb inhibitor | Nrf2 ARE act | Akt phos inh | MmCpn inh
`Clc1cc(Sc2ccc(Br)cc2)nnc1-c1ccccc1` in the list: -11% | -12% | -4% | -18 | · | 1% | 0.1% | i | 0%
`O=C(CSc1nnc2c(Cl)cc(Cl)cn12)N1CCOCC1` in the list: 0% | -19% | 6% | 0.5 | · | -3% | 7.3% | · | -3%
`CN(Nc1cccc(Cl)c1)c1cccc(Cl)c1` in the list: 8% | ? | -16% | -1.6 | ? | ? | 7.9% | i | ·
`Cc1ccc(NC(=O)/C(C#N)=C/c2cn(CC(=O)NCc3ccco3)c3ccccc23)cc1C` in the list: 8% | 10% | 3% | -5.3 | 0% | -15% | 0.3% | i | 2%
`O=C(NC1CC(=O)N(c2cccc(F)c2)C1)c1ccc2c(c1)OCO2` (stereo not given) in the list: -5% | -17% | -17% | · | · | -10% | 0.7% | · | ·
